Source: PubChem (several laboratories)
Mac1 fbg inh – CD11b/CD18-fibrinogen binding inhibition. P05107+P11215. K562 CD11b/CD18 adhesion to fibrinogen, ATPlite luminescence; Mn2+ added to activate the integrin. inhibition, % at 10 µM. 0.54% of 93,000 active. AID 1497;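 active = primary inhibition of 50% or more at 10 µM, then 40% or more on retest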; also: some results filed as inactive read as strong as hits
Target sequence (P05107 whole entry, looked up, other chains not shown): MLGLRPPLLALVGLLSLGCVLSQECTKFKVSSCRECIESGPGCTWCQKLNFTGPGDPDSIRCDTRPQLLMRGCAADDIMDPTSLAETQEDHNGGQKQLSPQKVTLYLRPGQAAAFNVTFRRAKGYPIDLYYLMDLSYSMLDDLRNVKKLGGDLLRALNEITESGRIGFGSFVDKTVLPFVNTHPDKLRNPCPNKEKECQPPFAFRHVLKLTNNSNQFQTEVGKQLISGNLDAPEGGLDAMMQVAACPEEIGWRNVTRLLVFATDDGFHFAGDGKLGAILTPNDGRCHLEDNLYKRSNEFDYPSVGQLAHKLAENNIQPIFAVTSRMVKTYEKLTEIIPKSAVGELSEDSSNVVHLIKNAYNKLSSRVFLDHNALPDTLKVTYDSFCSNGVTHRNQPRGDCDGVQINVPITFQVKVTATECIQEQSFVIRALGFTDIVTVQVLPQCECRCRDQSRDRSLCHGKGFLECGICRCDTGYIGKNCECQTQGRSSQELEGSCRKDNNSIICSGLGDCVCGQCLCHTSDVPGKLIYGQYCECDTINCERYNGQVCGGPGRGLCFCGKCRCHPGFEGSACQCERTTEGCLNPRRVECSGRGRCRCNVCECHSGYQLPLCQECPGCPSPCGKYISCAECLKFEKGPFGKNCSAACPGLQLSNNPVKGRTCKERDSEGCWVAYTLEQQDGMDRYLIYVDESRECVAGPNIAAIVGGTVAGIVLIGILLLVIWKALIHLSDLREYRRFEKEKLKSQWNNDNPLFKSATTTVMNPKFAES
PLAP act – human PLAP activation | activation fold at 20 µM | P05187 | AID 696 | purified PLAP enzyme, luminescent substrate read-out; active compounds read high | 1.2% of 96,000 active; in the data active = activation fold above about 2
PostGolgi yeast – growth inhibition of a yeast mutant, post-Golgi transport screen | AID 739 | 0.9% of 98,000 active | post-Golgi transport phenotypic cell assay | inhibition, % at 10 µM;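 also: yeast cells grown in 1536-well plates; yeast grown about 18 h at 30C before absorbance read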
E coli WT exp – blocks growth of wild type E. coli BW25113. OD600 absorbance. growth inhibition, % at 100 µM. 0.15% of 98,000 active;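 active = growth inhibition above about 50% at one test dose, limit read from the data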;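 also: growth measured after 20 h incubation at 37 °C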
sEH inhibitor – inhibitors of human soluble epoxide hydrolase; 0.34% of 91,000 active; recombinant human sEH enzymatic activity assay; P34913; AID 707; inhibition, % at 2 µM; in the data active = inhibition above about 80%; also: values of inactives mirror those of a sister screen read the other way; many of its hits are not listed in these tables
S1P2 ag – activates the human S1P2 receptor; O95136; S1P2-expressing cell line, agonist reporter read-out; activation, % at 4.5 µM; 0.46% of 97,000 active; AID 729; in the data active = activation above about 16%;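 also: 0% = vehicle low control and 100% = maximal reference agonist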
Target sequence (O95136 whole entry, looked up): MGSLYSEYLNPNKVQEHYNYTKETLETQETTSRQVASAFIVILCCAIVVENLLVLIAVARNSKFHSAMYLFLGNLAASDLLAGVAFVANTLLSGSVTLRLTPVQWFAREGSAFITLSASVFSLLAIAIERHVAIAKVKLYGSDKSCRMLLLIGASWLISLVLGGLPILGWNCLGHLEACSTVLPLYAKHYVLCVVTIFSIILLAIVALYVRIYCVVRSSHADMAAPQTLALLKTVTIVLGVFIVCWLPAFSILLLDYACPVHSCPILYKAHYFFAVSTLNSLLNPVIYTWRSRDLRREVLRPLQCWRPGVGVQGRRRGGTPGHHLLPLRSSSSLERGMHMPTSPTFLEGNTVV
sEH activator – increases human soluble epoxide hydrolase activity; purified human sEH enzymatic activity, activator screen; activation, % at 2 µM; 0.04% of 91,000 active; AID 717; in the data active = activation above about 37%; also: values of inactives mirror those of a sister screen read the other way
S1P2 antag – antagonists of human S1P2 receptor; AID 736; inhibition, % at 5 µM; cell-based S1P2 antagonist assay, inhibition at 5 uM; 0.21% of 97,000 active; in the data active = inhibition above about 45%;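 also: CRE beta-lactamase reporter cells expressing human S1P2 stimulated with S1P; 0% = agonist at EC80 alone and 100% = agonist plus reference antagonist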
PostGolgi ctrl – yeast control strain growth, post-Golgi counter-screen; efflux-deficient yeast background strain, growth absorbance A615, 16 h; inhibition, % at 10 µM; 5% of 98,000 active; AID 738
An asterisk follows results filed as active; x = not tested or not shown. Rule as the data show it, unless noted: active = inhibition above about 30%; inactive = the rest.

Preview:
SMILES	Mac1 fbg inh	PLAP act	PostGolgi yeast	E coli WT exp	sEH inhibitor	S1P2 ag	sEH activator	S1P2 antag	PostGolgi ctrl
Cc1ccc(S(=O)(=O)CCC(=O)OCC(=O)Nc2ncc(Cl)cc2Cl)cc1	-12	1.4	-3	2	19	-7	-18	13	-4
COc1ccc(C2N3CC4(C)CN2CC(C)(C3)C4O)cc1OC (stereo not drawn)	x	x	x	x	12	-9	-13	-7	x

The listing, repeating the preview:
SMILES	Mac1 fbg inh	PLAP act	PostGolgi yeast	E coli WT exp	sEH inhibitor	S1P2 ag	sEH activator	S1P2 antag	PostGolgi ctrl
Cc1ccc(S(=O)(=O)CCC(=O)OCC(=O)Nc2ncc(Cl)cc2Cl)cc1	-12	1.4	-3	2	19	-7	-18	13	-4
COc1ccc(C2N3CC4(C)CN2CC(C)(C3)C4O)cc1OC (stereo not drawn)	x	x	x	x	12	-9	-13	-7	x
CCC(CC)C(=O)Nc1c2cnn(-c3ccccc3)c2nc(=O)n1-c1ccccc1	1	1.3	16	-7	-3	-6	3	19	4
O=C(Cn1ncc2c(=O)oc3ccccc3c21)NCC1COc2ccccc2O1 (stereo not drawn)	-33	0.9	2	-15	7	-5	-6	23	10
COc1ccccc1N1CCN(C(c2ccccn2)c2nnnn2C2CCCCC2)CC1 (stereo not drawn)	9	1.7	4	3	-8	-4	10	2	8
Cc1ccccc1-n1nc(C)c2cc(C(=O)NCc3cccnc3)sc21	x	1.5	-1	-6	x	-1	x	-8	23
Cc1ccc(C)c(OCC(O)CN2CCCCC2C)c1 (stereo not drawn)	-20	1.6	1	1	-8	4	9	7	14
Cc1ccc(NC(=O)c2cn(-c3cccc(C)n3)cn2)cc1	x	1.1	0	-19	6	-2	-8	9	8
CCCCOC(=O)CSc1nc(N)c(C#N)c(-c2ccc(OCC)cc2)c1C#N	-19	0.8	-10	-3	-11	-1	12	-4	2
O=C(Nc1ccncc1)c1cc(F)cc(F)c1	-8	0.7	-2	11	-5	-10	6	6	3
CCOc1ccc2nc(NCCNC(=O)C(C)C)c(C)cc2c1	6	1.6	-4	1	x	x	x	x	0
CC(=O)Nc1ccc(S(=O)(=O)NCCSCc2ccc(Cl)cc2Cl)cc1	x	0.9	6	-4	-10	-4	10	20	15
CCOC(=O)N1CCN(C(=O)Cc2ccc(C)cc2)CC1	1	0.8	3	-2	2	-8	-2	8	5
Cc1c(NS(=O)(=O)c2ccc3[nH]c(=O)[nH]c3c2)c(=O)n(-c2ccccc2)n1C	6	0.9	1	-2	-5	-2	8	7	6
CC(C)N1CCC(=NNC(=O)c2ccc(Br)o2)CC1	x	0.9	-6	-9	10	-4	-9	-2	11
COc1ccc(CC(=O)Nc2cccc(-c3nnc(-c4ccco4)o3)c2)cc1	x	0.9	14	-10	3	-3	-5	35	15
Fc1cccc(Cl)c1CSc1nnnn1-c1ccc2c(c1)OCO2	2	0.8	17	-24	8	-1	-8	-22	10
O=C1CC(c2ccccc2)n2nc(N3C(=O)c4ccccc4C3=O)nc2N1 (stereo not drawn)	0	1.2	-6	4	x	-5	x	15	-5
COC(=O)c1sccc1Oc1ccc(F)cc1[N+](=O)[O-]	-8	0.8	10	-3	-2	-1	0	-14	7
NC(=O)NCCC1=CCCCC1	-2	0.9	-6	2	0	-2	1	-10	2
CCNS(=O)(=O)c1cc(OC)ccc1OC	-24	0.9	4	3	-5	-6	4	-10	3
O=C(NCC1CCCO1)Nc1ccccc1 (stereo not drawn)	-37	0.8	7	2	19	-4	-18	-17	6
Nc1cc(N)nc(SCC(=O)N2CCN(C(=O)c3ccco3)CC2)n1	-5	0.8	2	1	5	-2	-7	1	7
CCCC(c1nnnn1C1CCCCC1)N1CCN(C2CCCC2)CC1 (stereo not drawn)	-1	1.4	2	2	x	x	x	x	2
CCCCN=C(C)C1=C(O)CSC1=O	-7	0.9	8	3	6	-5	-5	16	17
CC1CCCN(c2nc3ccccc3nc2C(C#N)C(=O)OC2CCCCC2)C1 (stereo not drawn)	11	1.2	-10	-18	13	-3	-14	7	5
CC(=O)NNC(=O)C(O)(c1ccccc1)c1ccccc1	x	1.7	7	-1	4	-5	-2	15	0
CCn1c(NCc2ccccc2Cl)nc2ccccc21	x	x	x	x	-14	-7	17	1	x
CCOc1cc(NS(=O)(=O)CC)c(OCC)cc1NC(=O)c1ccco1	4	1.1	12	-12	-10	1	8	-23	10
O=C(Cn1ncn2cccc2c1=O)N1CCCCC1	-5	0.8	4	3	-19	-1	20	7	1
COCCNc1oc(-c2ccc(C)cc2)nc1C#N	7	1.3	-2	6	16	-4	-15	-6	-4
O=C(COc1ccc(Cl)cc1)NCc1nnc(SCC(=O)N2CCCCC2)o1	1	1.3	-1	5	-6	-4	7	-34	8
O=C(NOC(=O)c1cc(Br)ccc1Cl)c1cccs1	x	1.2	-4	3	-9	-7	8	3	11
Cc1ccc(-c2nn(-c3ccccc3)cc2/C=N/NC(=O)c2ccc(Br)o2)cc1	x	1.2	-5	-3	0	-8	0	100*	11
CCOc1ccc(-c2[nH]ncc2Oc2ccccc2OC)c(O)c1	4	x	9	6	18	-2	-18	-11	22
CC(C)c1ccccc1OCCCCCNCCO	-3	1.5	1	11	-2	-1	0	6	12
Cc1ccc(-c2nc3cc(Cl)ccc3o2)cc1	64	0.9	16	-4	-16	-2	17	-4	-3
COc1cc(CNC2CCCCCC2)cc(OC)c1O	-1	1	13	-3	9	-2	-8	3	6
Cc1cc(NC(=O)c2c(-c3ccccc3Cl)noc2C)no1	-3	1	-2	-6	6	0	-8	5	9
CCCN(C(=O)c1cccs1)c1nnc(-c2ccncc2)s1	3	1	4	5	-8	-5	8	0	11
CC1CN/C(=C\C(=O)c2ccc(Cl)cc2)C(=O)N1 (stereo not drawn)	x	x	x	x	-8	-4	4	14	x
O=C(c1ccccc1)N1CCN(C(=O)C23CC4CC(CC(C4)C2)C3)CC1	5	1.2	-7	1	1	-3	-3	12	1
O=C(Nc1ccccc1F)NC1CCN(Cc2nnnn2Cc2ccc(F)cc2)CC1	1	1.1	15	2	47	-7	-48	-9	7
CCC1Oc2ccccc2N(CC(=O)NCCCN2CCN(Cc3ccccc3)CC2)C1=O (stereo not drawn)	-12	1.5	-18	1	x	x	x	x	14
Cc1ccc(OCC(=O)NCc2ccco2)cc1C	-4	1.6	0	-1	-16	-4	16	0	0
CN(C)S(=O)(=O)N(CC(=O)Nc1ccccc1F)c1ccccc1	x	x	x	x	-9	-2	13	6	x
N#CC1=C(N)OC2=C(C(=O)CCC2)C1Cc1ccccc1 (stereo not drawn)	x	x	x	x	-13	-6	12	15	x
CCC1(C(=O)OC)NC(c2cccc(F)c2)C2C(=O)N(C)C(=O)C21 (stereo not drawn)	x	x	x	x	6	-8	-5	15	x
Cc1nn(C)c(C)c1S(=O)(=O)N1CCCC(C(=O)N2CCN(c3ccc(Cl)cc3)CC2)C1 (stereo not drawn)	47	1.6	-10	0	3	-3	-3	8	8
N#CC1=C2Sc3ccccc3N2CCCC1=O	-15	0.9	-2	4	6	-1	-8	-16	1
CCOC(=O)C(NC(=O)c1ccc(OC)cc1)(Nc1cc(C)on1)C(F)(F)F (stereo not drawn)	-16	0.9	6	1	-14	-2	14	1	11
CCOc1ncccc1C(=O)NCC1COc2ccccc2O1 (stereo not drawn)	12	1.8	19	-1	8	3	-8	-17	15
CCOC(=O)c1c(C)nc2c(C#N)cnn2c1C	2	1	6	6	4	0	0	-27	4
CCOC(=O)c1c(C)[nH]c(C(=O)COC(=O)C(C)N2C(=O)C3CCCCC3C2=O)c1C (stereo not drawn)	x	1.4	-10	5	x	-6	x	-2	-7
O=C(Nc1ccc(F)cc1)N1CCOCC1	0	0.8	14	-4	5	-6	-5	16	6
CN(C)c1cccc(C(=O)OCc2cc(=O)oc3cc(O)ccc23)c1	-4	1.6	13	-4	2	-3	-4	-15	15
O=C(NC1CCCCC1)c1ccccc1NC(=O)C1CC(=O)N(c2ccc(Cl)cc2)C1 (stereo not drawn)	x	x	x	x	-1	-3	1	10	x
CCn1c(CC(=O)Nc2ccc(C)cc2)nnc1SCC(=O)Nc1nc(C)cs1	x	1	0	-4	-5	-6	4	-1	4
COC(=O)C(C(=O)OC)=C(/C=C/C=C/N(C)C)N(C)C	-7	1	-1	3	x	-1	x	-6	7
COC(=O)c1ccccc1OCc1cccc(C)n1	-6	0.8	-5	10	x	-5	x	20	22
Continued.
SMILES	Mac1 fbg inh	PLAP act	PostGolgi yeast	E coli WT exp	sEH inhibitor	S1P2 ag	sEH activator	S1P2 antag	PostGolgi ctrl
CCn1c(=O)cc(SCC(=O)N2CCOCC2)c2ccccc21	0	1.3	-3	1	3	0	-2	0	3
CSc1nnc(-c2sc3cc(Cl)ccc3c2Cl)n1C	20	0.8	5	-2	-6	-7	6	-24	20
CC(C)(C)c1ccccc1NC(=O)c1ccco1	-4	1.1	9	4	0	-9	3	4	2
Cc1ccc(-c2csc(N(Cc3ccco3)C(=O)c3cccs3)n2)cc1	-4	0.6	-8	-11	-10	0	12	-1	0
Fc1ccc(COc2ccc(/C=N/n3cnnc3)cc2)cc1	1	1.1	10	7	0	-11	0	14	35*
CCOC(=O)c1oc2cc(OCC(N)=O)ccc2c(=O)c1-c1ccc(OC)c(OC)c1	1	1	-7	-4	32	-1	-31	-13	-5
COc1ccc2c(c1)SC(C)CC2=O (stereo not drawn)	6	1.2	-5	5	-12	-6	14	4	-6
N/C(=N\OC(=O)c1ccccc1Cl)c1ccccn1	x	0.8	-3	6	-7	-3	9	15	7
CCC(=O)NCCCOc1ccccc1	5	1.1	8	-8	x	-3	x	16	11
COC(=O)c1c(C)oc2c1cc(NS(=O)(=O)c1cccs1)c1ccccc12	30	1.6	0	-3	6	-6	-6	-16	38*
CC(=O)c1c(C(C)=O)c(C)n(-c2nc(-c3ccc(Br)cc3)c(C)s2)c1C	-4	0.9	-9	-8	-4	-4	1	9	56*
CCOC(=O)c1c(C)[nH]c(C)c1C(=O)COC(=O)CCOc1ccccc1OC	-13	1.3	10	2	4	-4	-4	-5	-2
CC1(C)CN2C(=S)N(c3ccccc3)C(c3ccccc3)N2C1 (stereo not drawn)	-5	1.1	26	-6	6	1	-6	4	17
CCCC1(C(=O)OCC)NC(c2ccc(O)cc2)C2C(=O)N(c3ccc4c(c3)OCCO4)C(=O)C21 (stereo not drawn)	2	1.5	19	-4	0	-1	-1	-1	8
Cn1c(N2C(=O)CC(Cc3ccccc3)C2=O)nc2ccccc21 (stereo not drawn)	x	x	x	x	-6	-1	6	13	x
COC(=O)C1=C(C)N(C)C(=O)NC1c1cc(Cl)c(O)c(OC)c1 (stereo not drawn)	-24	0.9	6	0	-1	-2	-2	-13	2
CC(C)(C)NC(=O)NC(=O)COC(=O)C1=COCCO1	3	0.9	-2	-1	3	1	-1	5	9
COc1ccc(N2CC(C(=O)Nc3ccc(F)cc3F)CC2=O)cc1 (stereo not drawn)	-9	0.9	4	8	5	1	-1	-7	-1
CC(C)OP(=O)(c1ccc(N(C)C)cc1)C(O)c1ccccc1 (stereo not drawn)	-15	0.9	-6	2	10	-5	-10	6	10
COc1ccc(N2CCN(CCCNC(=O)c3cc4sccc4n3C)CC2)cc1	-10	1.3	10	-5	x	-6	x	14	3
Cn1c(=O)c2c(nc(OCc3ccccc3)n2C)n(C)c1=O	-10	1.2	-4	-7	1	1	1	9	4
N#Cc1nc(-c2ccc(Cl)cc2)oc1NCc1cccc2c1OCO2	-2	1.1	-5	-2	-2	-5	8	-6	9
CC(Oc1ccccc1)C(=O)N1CCCc2ccccc21 (stereo not drawn)	-24	1	2	4	3	-1	-1	-20	21

Complete entries as entered above.
N#Cc1nc(-c2ccc(Cl)cc2)oc1NCc1cccc2c1OCO2 across the screens: Mac1 fbg inh: -2; PLAP act: 1.1; PostGolgi yeast: -5; E coli WT exp: -2; sEH inhibitor: -2; S1P2 ag: -5; sEH activator: 8; S1P2 antag: -6; PostGolgi ctrl: 9
Cn1c(=O)c2c(nc(OCc3ccccc3)n2C)n(C)c1=O across the screens: Mac1 fbg inh: -10; PLAP act: 1.2; PostGolgi yeast: -4; E coli WT exp: -7; sEH inhibitor: 1; S1P2 ag: 1; sEH activator: 1; S1P2 antag: 9; PostGolgi ctrl: 4
Cn1c(N2C(=O)CC(Cc3ccccc3)C2=O)nc2ccccc21 (stereo not drawn) across the screens: Mac1 fbg inh: x; PLAP act: x; PostGolgi yeast: x; E coli WT exp: x; sEH inhibitor: -6; S1P2 ag: -1; sEH activator: 6; S1P2 antag: 13; PostGolgi ctrl: x
